M1 ag parental – counter-screen for M1 agonists: effect in parental CHO-K1 cells | Fluo-8 calcium fluorescence; scaled to maximal ATP response, vehicle zero | activation, % at 3 µM | hit rate 0.48% among 360,000 | AID 602248, 2012; in the data active = activation above about 15%;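 also: untransfected CHO-K1 host cells lacking M1 receptor as counterscreen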
V1aR counter – agonists of human V1a receptor, primary screen, counter-screen for OXTR agonist project, fluorescence, CHO-V1R cells. Vasopressin V1a receptor (Homo sapiens), P37288. Fluo-8 calcium fluorescence, agonist mode; 0% DMSO, 100% 3 nM vasopressin. activation, % at 3 µM. hit rate 0.25% among 320,000;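 active = activation above the mean activation of all tested compounds plus 3 SD, per screening run, cut at about 20% in these data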;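 also: signal is peak over basal fluorescence ratio across a 100 second FLIPR read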
Target sequence (P37288 whole entry, looked up): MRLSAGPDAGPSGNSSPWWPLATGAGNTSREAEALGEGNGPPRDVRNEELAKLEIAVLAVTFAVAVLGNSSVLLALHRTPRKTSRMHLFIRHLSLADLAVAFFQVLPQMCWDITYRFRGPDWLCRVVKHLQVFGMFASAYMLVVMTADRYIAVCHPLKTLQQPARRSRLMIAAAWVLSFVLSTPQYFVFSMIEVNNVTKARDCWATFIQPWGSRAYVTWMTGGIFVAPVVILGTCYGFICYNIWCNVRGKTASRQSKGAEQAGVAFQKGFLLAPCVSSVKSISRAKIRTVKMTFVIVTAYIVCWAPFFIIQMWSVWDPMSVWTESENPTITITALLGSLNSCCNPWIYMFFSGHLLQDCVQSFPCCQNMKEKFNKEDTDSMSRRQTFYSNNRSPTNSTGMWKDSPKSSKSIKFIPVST
TAAR1 antag – human TAAR1 antagonists, primary screen, Fluo-8 calcium fluorescence, CHO RD-HGA16 cells; antagonist; AID 624466, 2012; Trace amine-associated receptor 1 (Homo sapiens), Q96RJ0; hit rate 1.5% among 360,000; inhibition, % at 3 µM;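 active = inhibition above a per-plate cutoff, the mean inhibition of test compounds on that plate plus 3 SD, cut at about 49% in these data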;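 also: 0% = DMSO plus EC80 beta-PEA response and 100% = DMSO alone without agonist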
Target sequence (Q96RJ0 whole entry, looked up): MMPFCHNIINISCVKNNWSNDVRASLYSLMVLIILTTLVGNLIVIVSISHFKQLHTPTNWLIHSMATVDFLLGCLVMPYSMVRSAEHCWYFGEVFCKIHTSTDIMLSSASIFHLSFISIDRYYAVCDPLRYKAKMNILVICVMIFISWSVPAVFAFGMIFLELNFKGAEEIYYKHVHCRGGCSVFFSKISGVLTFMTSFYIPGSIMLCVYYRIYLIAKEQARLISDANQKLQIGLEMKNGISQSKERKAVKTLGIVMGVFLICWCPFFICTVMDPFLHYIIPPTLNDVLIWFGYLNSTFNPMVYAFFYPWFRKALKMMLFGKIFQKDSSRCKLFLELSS
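Material: CHO RD-HGA16 cells bearing hTAAR1; compound dosing: one-point dosing, 3 µM nominal final; schedule: dye loading 75 min at 37 °C, then 30 min room temperature; measured by: calcium fluorescence with Fluo-8; control set: vehicle and agonist controls; replication: n of 1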
CHO-K1 Ca antag – M1 antagonist counterscreen hit in parental CHO-K1 cells; inhibition, % at 3 µM; ATP-induced calcium, Fluo-8 fluorescence; hit rate 0.6% among 360,000;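 active = inhibition above a per-plate cutoff, the plate's mean sample inhibition plus 3 SD, cut at about 24% in these data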;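 also: 0% = DMSO plus EC80 ATP and 100% = DMSO alone without ATP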
CHO parental Ca – ATP-evoked calcium signal inhibitors, parental CHO, primary screen, counter-screen for OX1R antagonist project, cell-based, fluorescence, Fluo-8 calcium dye. parental CHO-K1, ATP-induced calcium, Fluo-8 fluorescence. inhibition, % at 5.6 µM. hit rate 0.63% among 330,000. AID 463079, 2010;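 active = inhibition above that plate's mean sample inhibition plus 3 SD, cut at about 26% in these data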;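 also: 0% = ATP-challenged DMSO wells and 100% = DMSO wells without ATP; some compounds past the cut are filed as inactive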
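Test system: untransfected parental CHO cell line. Compound: one dose, 5.6 µM nominal. Detection: intracellular calcium via Fluo-8 no-wash fluorescent dye. Measure: % inhibition. Benchmarks: ATP-challenged DMSO wells low, unchallenged DMSO wells high.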
GPR7 antagonist – GPR7 receptor antagonists, primary screen, cell-based, fluorescence, single concentration. hit rate 1.1% among 290,000. Neuropeptides B/W receptor type 1 (Homo sapiens), P48145. inhibition, % at 4.4 µM. GPR7-expressing cells, fluorescence antagonist assay; in the data active = inhibition above about 16%, passing the limit was not always enough;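 also: cells stimulated with the agonist NPW; 0% = agonist with vehicle and 100% = vehicle without agonist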
CHO-K1 Ca PAM – nonselective calcium activators in parental CHO-K1 cells, primary screen, counter-screen for M1 PAM project, cell-based, Fluo-8 calcium fluorescence, full deck, 1536-well; ATP EC20; 0% at ATP EC20, 100% at ATP max; hit rate 0.02% among 360,000; activation, % at 3 µM;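 active = activation above the run cutoff, the mean activation of all test compounds plus 3 SD, cut at about 40% in these data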;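 also: peak over basal fluorescence ratio in a 140 s read after ATP addition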
OXTR potentiate – human OXTR potentiators, primary screen, fluorescence, CHO-OTR cells, Fluo-8 calcium. activation, % at 3 µM. hit rate 0.061% among 320,000. Oxytocin receptor (Homo sapiens), P30559. Fluo-8 calcium fluorescence, potentiator mode; 0% = oxytocin EC15, 100% = EC100. AID 2445, 2010;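 active = activation above that plate's cutoff, the mean activation of tested compounds plus 3 SD, cut at about 6.6% in these data, passing the limit was not always enough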;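 also: 100% uses oxytocin at 75 nM as the full agonist control; some results filed as inactive read as strong as hits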
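Assay system: CHO cell line stably expressing human OTR. Reagent: EC15 oxytocin agonist. Dosing: single dose, 3.0 µM nominal final compound concentration. Timing: compound 6 min at room temperature before oxytocin, 100 s read. Signal: kinetic Fluo-8 calcium fluorescence. Controls: oxytocin EC15 low and EC100 high.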
OXTR agonist – human OXTR agonists, primary screen, fluorescence, CHO-OTR cells, Fluo-8 calcium | activation, % at 3 µM | hit rate 0.32% among 320,000 | AID 2435, 2010 | Oxytocin receptor (Homo sapiens), P30559 | Fluo-8 calcium fluorescence; normalized: DMSO 0%, oxytocin 100%;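 active = activation above the mean of all tested compounds plus 3 SD, cutoff set per screening run, cut at about 20% in these data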;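 also: peak over basal fluorescence ratio from a 100 s FLIPR kinetic read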
The depositor's hits bear a star; / = no result given.

SMILES	M1 ag parental	V1aR counter	TAAR1 antag	CHO-K1 Ca antag	CHO parental Ca	GPR7 antagonist	CHO-K1 Ca PAM	OXTR potentiate	OXTR agonist
CC(=O)NCCn1c(SCC(=O)NCCc2ccc(S(N)(=O)=O)cc2)nc2ccccc2c1=O	0.3	0.1	-6.3	-9.1	-8.4	15.8	17.2	-7.8	0.9
CCc1c(C)nc(N2CCN(c3cccc(OC)c3)CC2)[nH]c1=O	3.6	4.2	-13.6	-13.2	-6.4	-11.3	10.5	-4.0	-0.3
O=c1[nH]ncn2cccc12	0.7	0.3	16.3	-5.8	-5.5	-2.6	-7.8	-24.3	0.6
CCCCN1C(=O)N(c2ccccc2Cl)C(C)(O)CC1(C)C (stereo not drawn)	0.2	0.6	-28.4	-1.3	3.3	-9.0	-11.0	-10.0	-0.7
CCC(=O)N1CCC1(C)C(=O)Nc1cccc(Oc2ccccc2)c1 (stereo not drawn)	-0.1	/	-16.6	10.0	/	/	-10.9	/	/
CC(C)C[C@H]1COCCS(=O)(=O)N1Cc1cccc(C(F)(F)F)c1	-0.4	-0.4	0.3	-9.0	-14.9	/	-2.5	1.7	-1.8
CCOc1ccc(-n2c(SCC(N)=O)nnc2-c2ccco2)cc1	0.0	/	-4.0	2.6	/	-10.5	5.3	/	/
CC1CCN(c2nc(Cl)nc(Nc3ccc([N+](=O)[O-])cc3)n2)CC1	0.0	-0.3	-11.6	-2.0	2.5	-0.9	13.9	-7.9	0.3
CNCc1ccccc1Sc1ccc(OC)cc1	1.7	7.6	7.6	-1.2	-13.6	15.6	13.8	-7.2	2.7
NC(=O)CSc1nnc2ccc(-c3ccco3)nn12	-0.1	0.6	-25.5	3.7	-9.2	-18.5	8.4	-8.8	-1.0
COCC(C)NCc1cccc([N+](=O)[O-])c1 (stereo not drawn)	-0.2	0.1	-7.8	-15.8	-3.1	-12.2	-8.8	-4.6	-0.7
CCOc1ccc(/C=C2/C(=N)N3OC(C)=CC3=NC2=O)cc1OC	0.3	0.5	-13.1	-1.3	-2.0	0.4	14.4	-9.4	-0.5
COc1ccc(NC(=O)CSc2nnc(Cc3ccccc3)c(=O)n2N)c(OC)c1	2.0	-1.1	-14.9	-10.9	-25.2	/	16.2	-2.2	-1.8
COC(=O)c1sccc1NC(=O)C1CC1	1.3	-0.2	-9.1	-3.4	-8.2	-14.4	7.8	-9.6	-1.9
O=S(=O)(NC1CCN(Cc2ccccc2)CC1)c1ccc2ccccc2c1	3.7	4.2	12.1	-12.1	0.5	-7.6	17.6	-12.9	3.2
Cc1ccc(NC(=O)C2CCCN(S(=O)(=O)c3c(C)noc3C)C2)nc1 (stereo not drawn)	0.1	0.4	3.7	-3.9	-11.9	-5.9	-3.5	-5.7	0.1
CCOC(=O)C(=CNc1cc(C)nn1-c1ccccc1)C(=O)OCC	-0.7	-1.2	-2.4	-8.3	-17.3	8.6	1.9	1.6	-2.2
CC(=O)c1c(N2CCCCC2)nc(=S)n(Cc2ccccc2)c1C	0.1	-0.4	-4.6	13.3	-19.1	2.6	-2.3	6.3	2.0
N#Cc1ccc(C23CC4(C2)[C@H](CN(CC2CCCCC2)[C@@H]4c2ccccc2)C3c2ccc(Cl)nc2)cc1 (stereo partly drawn)	1.2	0.6	1.7	-11.9	-28.5	/	22.0	-2.4	-0.3
COCCn1c(SCC(=O)Nc2ccc(S(N)(=O)=O)cc2)nc2ccccc21	0.2	0.0	-11.6	-0.7	-7.2	1.2	-2.9	0.5	0.2
COc1ccccc1Nc1cc(C)nc2c(C)cccc12	0.2	/	-16.7	-10.7	/	/	7.2	/	/
O=C(/C=C/c1ccccc1)NC(=S)Nc1ccc(N2CCOCC2)c(Cl)c1	0.8	1.7	-21.2	-12.5	-17.2	-10.0	18.7	-2.3	1.2
CO/N=C/C=C1/N(C)c2ccccc2C1(C)C	0.1	0.2	-21.1	-1.6	0.9	-1.1	-9.4	4.9	-1.8
CCOc1ccc2[nH]c(C)c(CN3CCOCC3)c(=O)c2c1	-0.3	0.0	-20.5	-1.1	-3.1	-2.7	10.9	-1.1	0.8
CC(C)=CC(=O)Nc1nnc(-c2ccc(F)cc2)s1	0.2	0.4	-0.2	-0.3	-10.2	-3.6	20.7	-2.7	0.4
Cc1ccc(C)c(CN2C(=O)c3ccccc3S(=O)(=O)c3ccc(C(=O)N4CCN(C)CC4)cc32)c1	0.5	0.6	-11.7	-5.5	-24.8	1.2	-2.3	-6.2	1.6
O=C(COC(=O)/C=C/c1cccc(Br)c1)NC1CCCCCC1	0.0	0.6	-0.8	-15.4	-1.3	/	-5.1	-1.1	0.3
CC(C)(C)c1ccc(OCCCC(=O)Nc2nnc(C3CC3)s2)cc1	0.4	/	-38.4	-7.2	/	/	-10.7	/	/
Cn1cc([N+](=O)[O-])c(C(=O)NCc2ccco2)n1	-0.2	0.6	-16.5	-11.6	-1.4	-5.6	-5.5	-0.9	1.6
O=C1CN(C(=O)c2ccc(Br)o2)C(c2ccc(F)cc2)c2cc(F)ccc2N1 (stereo not drawn)	1.7	0.0	11.8	-13.9	-16.5	-9.9	21.7	-2.1	0.1
Cc1c(C(=O)OCC(=O)Nc2cccc(S(N)(=O)=O)c2)oc2c1ccc1ccccc12	2.2	0.2	36.9	-3.9	1.7	0.1	10.2	-2.5	1.2
O=c1oc2ccccc2c(Nc2ccccc2O)c1[N+](=O)[O-]	-0.3	0.7	-5.8	3.1	-2.9	-4.0	6.3	-7.1	-0.9
COc1ccc(S(=O)(=O)Nc2cc(C(=O)NC3CCCCCC3)ccc2N2CCOCC2)cc1	1.6	-0.4	/	-27.9	-20.1	3.0	5.1	-5.9	-1.9
O=C(Cc1ccc(F)cc1)c1ccc(O)cc1O	2.6	4.9	8.6	-0.6	8.3	6.0	17.7	-6.9	5.8
O=C(OCC1OC(n2ccc(=O)[nH]c2=O)C(O)C1OC(=O)c1ccccc1)c1ccccc1 (stereo not drawn)	0.7	0.5	-9.2	0.0	-13.1	-6.4	2.7	-2.3	1.5
Cc1cccc(OCC(=O)NNC(=O)c2ccc3nc[nH]c3c2)c1	-0.2	0.1	1.3	-3.1	-14.4	/	-7.2	3.9	0.6
Cc1ccc(NC(=O)CN(C)Cc2ccc(Cl)cc2)cc1	0.6	-1.1	10.1	-16.2	-23.2	5.9	11.9	-6.7	-2.1
COC(=O)c1cc(S(=O)(=O)Nc2cc(S(=O)(=O)N(C)C)ccc2C)oc1C	0.6	0.8	-0.2	19.2	-9.5	-16.7	-23.3	-0.2	-0.3
COC(=O)C1CCN(C(=O)CN2C(=O)NC3(CCC(C)CC3)C2=O)CC1 (stereo not drawn)	-0.3	0.9	-32.7	0.2	-13.3	/	-16.0	5.0	0.0
COc1ccc(N(C)S(=O)(=O)c2cccc(C(=O)NCc3ccc4c(c3)OCO4)c2)cc1	2.8	2.2	31.9	8.0	-0.9	-2.2	-8.1	-20.0	1.2

Retrieved by structure from the list above (two):
SMILES	M1 ag parental	V1aR counter	TAAR1 antag	CHO-K1 Ca antag	CHO parental Ca	GPR7 antagonist	CHO-K1 Ca PAM	OXTR potentiate	OXTR agonist
Cc1ccc(NC(=O)CN(C)Cc2ccc(Cl)cc2)cc1	0.6	-1.1	10.1	-16.2	-23.2	5.9	11.9	-6.7	-2.1
COc1ccc(N(C)S(=O)(=O)c2cccc(C(=O)NCc3ccc4c(c3)OCO4)c2)cc1	2.8	2.2	31.9	8.0	-0.9	-2.2	-8.1	-20.0	1.2

Next section
SMILES	M1 ag parental	V1aR counter	TAAR1 antag	CHO-K1 Ca antag	CHO parental Ca	GPR7 antagonist	CHO-K1 Ca PAM	OXTR potentiate	OXTR agonist
Cc1ccc(Cl)cc1NC(=O)Nc1c(C)n(C)n(-c2ccccc2)c1=O	0.3	-0.7	-34.4	-10.5	-0.6	-11.2	5.7	-0.5	-0.4
COc1ccc(CNC(=O)c2sc(=O)n(Cc3cc(C(C)=O)ccc3OC)c2C)cc1	2.7	/	-15.2	-9.2	/	/	7.8	/	/
CCOCCCNC(=O)C(c1ccccc1)N(Cc1cccs1)C(=O)CNC(C)=O (stereo not drawn)	0.5	-0.4	-11.3	-11.1	-5.2	-7.6	24.6	-13.9	-1.0
CCCCCc1ccnc(CC(=O)c2ccc(OC)cc2)c1	0.5	/	-10.5	-12.9	/	/	-12.9	/	/
Cc1ccc2c(c1)C1CN(C)CCC1N2C(=O)Nc1ccc(Cl)cc1 (stereo not drawn)	11.3	/	14.3	12.9	/	9.6	-13.0	/	/

Six entries out of the list, ordered by SMILES length, highest first:
SMILES	M1 ag parental	V1aR counter	TAAR1 antag	CHO-K1 Ca antag	CHO parental Ca	GPR7 antagonist	CHO-K1 Ca PAM	OXTR potentiate	OXTR agonist
COC(=O)c1cc(S(=O)(=O)Nc2cc(S(=O)(=O)N(C)C)ccc2C)oc1C	0.6	0.8	-0.2	19.2	-9.5	-16.7	-23.3	-0.2	-0.3
COC(=O)C1CCN(C(=O)CN2C(=O)NC3(CCC(C)CC3)C2=O)CC1 (stereo not drawn)	-0.3	0.9	-32.7	0.2	-13.3	/	-16.0	5.0	0.0
CCOCCCNC(=O)C(c1ccccc1)N(Cc1cccs1)C(=O)CNC(C)=O (stereo not drawn)	0.5	-0.4	-11.3	-11.1	-5.2	-7.6	24.6	-13.9	-1.0
Cc1ccc2c(c1)C1CN(C)CCC1N2C(=O)Nc1ccc(Cl)cc1 (stereo not drawn)	11.3	/	14.3	12.9	/	9.6	-13.0	/	/
Cc1ccc(NC(=O)CN(C)Cc2ccc(Cl)cc2)cc1	0.6	-1.1	10.1	-16.2	-23.2	5.9	11.9	-6.7	-2.1
CCCCCc1ccnc(CC(=O)c2ccc(OC)cc2)c1	0.5	/	-10.5	-12.9	/	/	-12.9	/	/

High-throughput results deposited in PubChem BioAssay by The Scripps Research Institute Molecular Screening Center.
